Compound activity (PubChem BioAssay)
LDHA inh = qHTS assay for inhibitors of human lactate dehydrogenase | activity change, % (values are at about 110 or 230 µM) | purified LDHA, NADH/diaphorase-resazurin fluorescence; hits give low values | L-lactate dehydrogenase A chain (Homo sapiens), P00338 | 480,000 tested, 0.15% active | AID 1347041, 2019; in the data active = activity change below about -30%; inconclusive = mostly about -25% to -30%;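 note: plate controls were DMSO wells for no effect and wells without enzyme for full effect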
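Remaining NADH was detected by diaphorase (0.133 mg/mL) converting 37 µM resazurin to fluorescent resorufin, read at 0 and 20 minutes. The preceding 5-minute room-temperature reaction used 2 nM LDHA, 0.2 mM sodium pyruvate and 0.06 mM NADH at pH 7.4.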
Pol beta inh = qHTS Assay for Inhibitors of DNA Polymerase Beta; P06746; Pol beta primer extension/strand displacement, fluorescence kinetic; Potency, µM (titrated, usually from 114 µM), without a hit: top-dose activity change, negative = inhibition, actives largely listed as inhibitors; 340,000 tested, 1.3% active; AID 485314, 2010; note: potency is the fitted concentration of half-maximal effect; % is set by controls: 0 for no effect and ±100 for the full control effect
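Kinetic readout of DNA synthesis with strand displacement by Pol beta. Compound and 10 nM enzyme sit 15 min at room temperature; 50 nM substrate starts the reaction, read immediately and at 10 min.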
BLM inh = qHTS Assay for Inhibitors of Bloom's syndrome helicase (BLM) | Potency, µM (titrated, usually from 56.1 µM), inactives show at the top dose activity change, negative = inhibition, most hits filed as inhibitors | recombinant BLM DNA unwinding, fluorescence dequenching | AID 2528, 2010 | 350,000 tested, 0.2% active;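 note: potency is the fitted concentration of half-maximal effect; plate controls were vehicle for no effect and no enzyme for full effect; nearly all actives have a fitted effect of over 35% in size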
Pol eta inh = qHTS for Inhibitors of Polymerase Eta; DNA polymerase eta (Homo sapiens), Q9Y253; recombinant Pol eta, fluorescent DNA replication assay; Potency, µM (titrated, usually from 114 µM), for inactives: at the highest dose activity change, negative = inhibition, actives largely listed as inhibitors; 390,000 tested, 1.2% active; note: potency is the fitted concentration of half-maximal effect; % is set by controls: 0 for no effect and ±100 for the full control effect
Target sequence (Q9Y253 whole entry, looked up): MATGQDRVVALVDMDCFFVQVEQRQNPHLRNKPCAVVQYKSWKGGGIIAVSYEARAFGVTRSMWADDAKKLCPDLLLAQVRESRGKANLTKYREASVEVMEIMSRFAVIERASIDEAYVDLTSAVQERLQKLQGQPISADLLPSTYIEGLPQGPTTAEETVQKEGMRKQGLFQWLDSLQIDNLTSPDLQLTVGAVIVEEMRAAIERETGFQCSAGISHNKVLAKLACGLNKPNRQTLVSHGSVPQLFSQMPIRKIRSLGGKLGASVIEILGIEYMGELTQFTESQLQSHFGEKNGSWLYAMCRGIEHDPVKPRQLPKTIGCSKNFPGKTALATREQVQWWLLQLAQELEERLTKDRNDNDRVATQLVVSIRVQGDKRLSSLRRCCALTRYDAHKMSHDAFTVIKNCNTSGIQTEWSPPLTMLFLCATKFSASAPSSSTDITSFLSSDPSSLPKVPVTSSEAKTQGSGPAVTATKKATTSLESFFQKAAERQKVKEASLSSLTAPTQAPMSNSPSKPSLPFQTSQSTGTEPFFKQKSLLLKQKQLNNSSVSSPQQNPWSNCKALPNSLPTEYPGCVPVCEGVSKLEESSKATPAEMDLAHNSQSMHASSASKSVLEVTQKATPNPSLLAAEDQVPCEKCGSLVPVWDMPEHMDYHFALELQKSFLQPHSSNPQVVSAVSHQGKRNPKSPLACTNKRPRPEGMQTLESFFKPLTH
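Pol eta at 10 nM preincubated with compounds 15 min at room temperature; reaction started with fluorescent substrate (50 nM final) and read kinetically at 0 and 10 min.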
Apoferritin bind = qHTS Assay for Identification of Novel General Anesthetics; Potency, µM (titrated, usually from 77.5 µM), for the others: top-dose activity change, negative = displacement, usual class: inhibitors; Ferritin light chain (Equus caballus), P02791; 350,000 tested, 0.074% active; apoferritin/1-aminoanthracene competitive binding, fluorescence; note: potency is the fitted concentration of half-maximal effect; % is set by controls: 0 for no effect and ±100 for the full control effect; nearly all actives have a fitted effect of over 20% in size
Target sequence (P02791 2-175 limits assumed): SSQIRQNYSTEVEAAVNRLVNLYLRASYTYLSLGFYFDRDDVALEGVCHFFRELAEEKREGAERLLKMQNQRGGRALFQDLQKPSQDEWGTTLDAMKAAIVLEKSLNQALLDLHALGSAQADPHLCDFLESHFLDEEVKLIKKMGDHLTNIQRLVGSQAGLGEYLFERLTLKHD
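In PBS, apoferritin at 10 uM is loaded with 1-AMA from a 50% saturated solution. After 10 min of compound exposure at ambient temperature, reduced 535 nm fluorescence indicates probe displacement.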
Glioma ERSR ind = qHTS for Inducers of the Endoplasmic Reticulum Stress Response (ERSR) in Human Glioma: qHTS | U87-MG GRP78 promoter luciferase reporter, 16 h | Potency, µM, for the others: at the top dose activation, hits mostly activators | 420,000 tested, 0.02% active; note: potency is the fitted concentration of half-maximal effect; series mostly up to about 76 µM; % of control where 0% means no effect; nearly all actives have a fitted effect of over 35% in size
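Stably transfected U87-MG glioma cells carrying a GRP78-based luciferase sensor; 16 h compound incubation. Luminescence end-point read 10 min after Bright-Glo addition at room temperature.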
Pol iota inh = qHTS for Inhibitors of Polymerase Iota; 390,000 tested, 1% active; Potency, µM (doses to about 115 µM), without a hit: at the highest dose activity, negative = inhibition, most hits filed as inhibitors; DNA polymerase iota (Homo sapiens), Q9UNA4; Pol iota fluorescent replication assay, 10 min; note: potency is the fitted concentration of half-maximal effect
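Fluorescent replication assay read twice, at 0 min and 10 min after adding 50 nM (final) substrate. Enzyme (10 nM) and compounds were first incubated 15 min at room temperature; enzyme-free buffer wells were negative controls.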
APEX1 inh = qHTS Assay for Inhibitors of the Human Apurinic/apyrimidinic Endonuclease 1 (APE1). DNA repair nuclease/redox regulator APEX1 (Homo sapiens), P27695. recombinant APE1, TAMRA/BHQ-2 abasic DNA cleavage fluorescence. Potency, µM (titrated, usually from 65.8 µM), for the others: top-dose activity change, negative = inhibition, usual class: inhibitors. 350,000 tested, 0.35% active. AID 2517, 2012;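 note: potency is the fitted concentration of half-maximal effect; plate controls were vehicle for no effect and reference inhibitor for full effect; nearly all actives have a fitted effect of over 55% in size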
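Readout is kinetic fluorescence (ex 525, em 598 nm) from cleavage of 50 nM TAMRA/BHQ-2 THF abasic duplex by 0.75 nM APE1, compound added 15 min beforehand at RT.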
Pol kappa inh = qHTS for Inhibitors of Polymerase Kappa | Potency, µM (doses to about 107 µM), without a hit: at the highest dose activity, negative = inhibition, actives largely listed as inhibitors | DNA polymerase kappa (Homo sapiens), Q9UBT6 | purified Pol kappa, fluorescent DNA synthesis assay, 10 min | 400,000 tested, 0.53% active | AID 588579, 2011; note: potency is the fitted concentration of half-maximal effect; % is set by controls: 0 for no effect and ±100 for the full control effect
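Fluorescent qHTS in 1536-well format: enzyme (10 nM) and compound sat 15 min at room temperature before 50 nM substrate (final) was added. Signal taken at 0 and 10 min; no-enzyme buffer wells were negative controls.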
An asterisk follows results filed as active; ? = inconclusive; · = not tested or not shown; & = joins results of further samples; [ ] = dose if it differs, or a comment. Unless noted, calls come from the whole dose curve; as a rule, active = well fitted curve in the direction sought with a large enough effect; inconclusive = small, poorly fitted or top-dose-only effect, or another doubt; inactive = no such curve, though single readings can be large; an effect the other way counts as inactive or inconclusive. Not all compounds are listed; count on the stated rates, not on these rows.

mol	LDHA inh	Pol beta inh	BLM inh	Pol eta inh	Apoferritin bind	Glioma ERSR ind	Pol iota inh	APEX1 inh	Pol kappa inh
CCC(C)(C)c1ccc(OCCN2C(=O)NC(C)(C)C2=O)cc1	0	3%	-6%	-13%	?	3%	1%	3%	-4%
O=C(CCN1CCc2ccccc2C1)Nc1ccc(F)cc1	-2	25%	1%	4%	-10%	-9%	9%	0%	-11%
Cc1cc(C)nc(CCNC(=O)c2cc(COc3ccc(F)cc3Cl)on2)n1	0	-3%	-4%	-4%	-16%	1%	29%	1%	-5%
O=C(NNC1CCN(Cc2ccccc2)CC1)c1ccccc1	-2	·	·	-17%	·	-2%	93%[activator]	·	-5%
CC1CCc2cc(F)ccc2N1C(=O)c1cccs1 (stereo not given)	-13	5%	-2%	-21%	-23%	-1%	25%	3%	-1%
O=C(OCC(=O)N1CCN(c2ccccc2)CC1)c1cnc(Cl)c(Cl)c1	·	-17%	-8%	·	-20%	·	·	1%	·
Oc1ccccc1C1NN=C(c2ccccc2)S1 (stereo not given)	1	?	-3%	7%	-2%	-8%	66%[activator]	-2%	-6%
CSc1ccccc1C(=O)Nc1c(C)cccc1C	1	23%	-3%	-11%	-5%	1%	56%[activator]	-1%	-6%
COc1cccc(C(=O)NC(c2ccccc2)C2CCCC2)c1 (stereo not given)	-4	18%	-7%	-11%	-9%	6%	54%[activator]	-3%	-8%
COc1cccc(-n2c(SCC(N)=O)nnc2-c2ccncc2)c1	2	22%	-2%	-4%	-12%	-3%	0%	0%	-6%
C=CCN1C(=O)C2C3CC(=O)C(c4ccccc43)C2C1=O (stereo not given)	-8	-1%	0%	-16%	-5%	-4%	7%	-2%	-7%
COc1ccc(Nc2nc(C(=O)N3CCc4cc(OC)c(OC)cc4C3)cs2)cc1	3	0%	-6%	-4%	-9%	-4%	-12%	-1%	-11%
Clc1ccc(Cl)c(-c2nn3c(Cn4cnc5ccccc54)nnc3s2)c1	-2	·	·	6%	·	-2%	8%	·	-4%
O=C(O)c1ccc(CSCc2ccccc2Cl)o1	-3	-1%	-2%	-12%	-1%	-4%	-4%	23%	-4%
Cc1cccc(C)c1OCCn1c(CCNC(=O)C2CCCCC2)nc2ccccc21	-1	7%	-4%	-18%	-4%	-1%	6%	·	5%
CCCCN(C)S(=O)(=O)c1ccc(C(=O)Nc2nnc(C3=COCCO3)o2)cc1	-9	46%	-2%	-2%	-15%	-1%	33%[activator]	0%	-5%
Nc1nonc1-n1nncc1-c1ccccc1	-5	26%	-2%	-10%	-13%	-1%	2%	-1%	-9%
Cc1cc(C)c(S(=O)(=O)N2CCCC2=O)c(C)c1N(C)S(C)(=O)=O	1	15%	3%	3%	-5%	-3%	6%	-8%	9%
CC(C)NC(=O)C1CCN(C(=O)c2cc3sccc3n2Cc2ccc(Cl)cc2)CC1	-1	?	-1%	-18%	76%[activator]	-3%	14%	·	-2%
CCSc1nnc(CSc2ncccn2)n1C	-8	2%	-5%	-19%	-8%	-8%	58%[activator]	-2%	6%
CCc1cc2c(NCCN3CCCCC3)ncnc2s1	7	4%	-3%	-16%	-3%	-7%	17%	0%	-7%
COc1cc(Cl)c(NC(=O)CCS(=O)(=O)c2ccc3c(c2)NC(=O)CO3)c(OC)c1	-4	14%	4%	-14%	-2%	6%	25%	·	-1%
COc1cc(CN2CCc3nc(Nc4ccc5c(c4)OCCO5)ncc3C2)cc(OC)c1OC	-1	32%	0%	·	2%	·	3%	·	-6%[60.1 µM]
Cc1ccc(-c2nnc3c4ccccc4c(C)nn23)cc1NC(=O)CN1CCOCC1	·	-3%	-6%	·	-13%	·	·	-5%	·
CC(C)c1ccc(N(C(=O)c2csnn2)C(C(=O)NC2CCCC2)c2cccnc2)cc1 (stereo not given)	-2	2%	1%	-13%	-11%	-5%	28%	27%	-6%
Cc1[nH]n(C)c(=O)c1N=Nc1ccc(S(C)(=O)=O)cc1	3	-7%	-10%	-19%	-12%	-2%	190%[activator]	-2%	-7%
COc1ccc(CNc2nc(NCc3ccc(OC)cc3)n(S(C)(=O)=O)n2)cc1	-1	-5%	-5%	-14%	4%	-4%	1%	17%	-3%
COCC(=O)Nc1c(C(=O)Nc2ccccc2OC)oc2ccccc12	-7	-4%	0%	-8%	3%	5%	7%	0%	-14%
Cc1cccc(-n2c3nc(=O)[nH]c(=O)c-3cc3c(Cl)cccc32)c1C	2	-8%	-5%	-11%	54%[activator]	15%	-14%	·	-14%
CN(CCCCN1CCOCC1)Cc1nc(-c2ccc3c(c2)OCO3)no1	-12	0%	4%	-10%	-6%	0%	-6%	15%	-1%
COc1ccc(C(=O)N2CCc3cc(OC)c(OC)cc3C2COc2ccccc2OC)cc1 (stereo not given)	4	0%	-1%	-13%	54%[activator]	-5%	-2%	·	-1%[60.1 µM]
Cc1ccc(C)c(NC(=O)c2cnn(-c3ccc(F)cc3F)c2C2CCNCC2)c1	8	-1%	3%	·	-6%	·	6%	·	-13%

A section from the list above:
mol	LDHA inh	Pol beta inh	BLM inh	Pol eta inh	Apoferritin bind	Glioma ERSR ind	Pol iota inh	APEX1 inh	Pol kappa inh
Cc1ccc(-c2nnc3c4ccccc4c(C)nn23)cc1NC(=O)CN1CCOCC1	·	-3%	-6%	·	-13%	·	·	-5%	·
CC(C)c1ccc(N(C(=O)c2csnn2)C(C(=O)NC2CCCC2)c2cccnc2)cc1 (stereo not given)	-2	2%	1%	-13%	-11%	-5%	28%	27%	-6%
Cc1[nH]n(C)c(=O)c1N=Nc1ccc(S(C)(=O)=O)cc1	3	-7%	-10%	-19%	-12%	-2%	190%[activator]	-2%	-7%
COc1ccc(CNc2nc(NCc3ccc(OC)cc3)n(S(C)(=O)=O)n2)cc1	-1	-5%	-5%	-14%	4%	-4%	1%	17%	-3%
COCC(=O)Nc1c(C(=O)Nc2ccccc2OC)oc2ccccc12	-7	-4%	0%	-8%	3%	5%	7%	0%	-14%
Cc1cccc(-n2c3nc(=O)[nH]c(=O)c-3cc3c(Cl)cccc32)c1C	2	-8%	-5%	-11%	54%[activator]	15%	-14%	·	-14%

The listing continues:
mol	LDHA inh	Pol beta inh	BLM inh	Pol eta inh	Apoferritin bind	Glioma ERSR ind	Pol iota inh	APEX1 inh	Pol kappa inh
Cc1ccc(OCCNC(=O)C2CC(=O)N(c3ccc(C)cc3)C2)cc1 (stereo not given)	-8	-2%	-2%	0%	-11%	-5%	12%	-1%	-5%
COc1ccccc1CNC(=O)c1cccc(S(=O)(=O)N(C)c2ccccc2)c1	-4	·	·	-7%	·	2%	-11%	-11%	-7%
CC1CCCCC1NC(=O)COC(=O)c1ccccn1 (stereo not given)	3	3%	0%	-15%	?	-6%	?	-7%	5%
COc1ccc(C(C(=O)NC(C)(C)C)N(C(=O)CNC(=O)c2cccs2)c2cccnc2)cc1OC (stereo not given)	-6	1%	1%	-2%	7%	-3%	-12%	19%[12.4 µM]	-4%
O=C(Cn1cnc2c(nnn2Cc2ccccc2F)c1=O)N1CCN(c2ccccc2)CC1	-9	-21%	1%	0%	-6%	-2%	?	-1%	-7%
COC(=O)Cc1c(O)ccn(Cc2ccc(Cl)c(Cl)c2)c1=O	-14	14%	0%	-6%	-5%	-3%	8%	-7%	-7%
CCCCCC(=O)Nc1ccc2oc(-c3ccncc3)nc2c1	-3&12	1%	-2%	-11%	?	0%	8%	13%	10%
CC(=O)NCCc1nc2ccccc2[nH]1	-1	0%	4%	5%	12%	-6%	22%	-2%	14%
COc1ccc2oc(=O)c(-c3nc(-c4cccs4)no3)cc2c1	5	-17%	1%	-7%	33%[activator]	0%	3%	·	-1%
COCCCNC(=O)CSc1nc2cc3c(cc2c(=O)n1CCCCCC(=O)NCc1ccc(OC)cc1)OCO3	-9	-2%	-5%	-15%	25%	0%	2%	·	-8%[60.1 µM]
Cc1cccc(N2CCN(c3ccc4cc(S(=O)(=O)N5CCC(C)CC5)ccc4n3)CC2)c1C	7	-25%	0%	-18%	-2%	-5%	8%	·	-10%
CCC(C)Sc1ccc(-c2nc3ccccn3c2NCc2ccccc2)cc1OC (stereo not given)	7	·	·	-8%	·	-6%	-18%	11%	7%
